DNA FID counter = compounds displacing fluorescent DNA intercalator, primary screen, artefact control for HCV NS3 helicase inhibitor project, biochemical, FID fluorescence | 0.17% of 290,000 active | DNA fluorescent intercalator displacement | inhibition, % at 7.9 µM; in the data active means inhibition above about 37%;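 further: 0% = vehicle and 100% = reference compound; higher means more ethidium bromide displaced from hairpin DNA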
MEKK2wt PB1 HTS = modulators of MEK5 binding to wildtype MEKK2, primary screen, biochemical, multiplex bead flow cytometry, Alexa488-MEK5 | Mitogen-activated protein kinase kinase kinase 2 (Homo sapiens), Q9Y2U5 | Alexa488-MEK5 binding to MEKK2 WT; actives lie on both sides | binding response (% of control), % at 10 µM | 1.1% of 290,000 active | AID 1531, 2009; in the data active means binding response below about 67% or above about 130%
IMP-1 inh = IMP-1 metallo-beta-lactamase inhibitors, primary screen, biochemical, epi-absorbance readout, Pseudomonas aeruginosa enzyme. purified IMP-1, nitrocefin hydrolysis, epi-absorbance fluorescence. inhibition, % at 5.6 µM. 0.45% of 290,000 active;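 active means inhibition above the mean plus 3 SD of all compounds in the same screening run, cut at about 4.5% in these data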;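 further: 0% = IMP-1 with DMSO and 100% = DMSO wells lacking enzyme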
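System – purified recombinant IMP-1 beta-lactamase · Input – IMP-1 dispensed at 0.2 nM · Timing – 15 min preincubation plus 25 min reaction at 25 °C · Signal – Epi-absorbance fluorescence, 480 nm excitation, 530 nm emission · Measure – percent IMP-1 inhibition derived from blank-referenced optical density · Controls – Enzyme-plus-DMSO low control, enzyme-free DMSO high control · Replication – singlicate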
MEKK2mut PB1 HTS = MEK5 binding signal on mutant MEKK2 PB1, primary screen, biochemical, multiplex bead flow cytometry, Alexa488-MEK5 | percent response, % at 10 µM | 0.35% of 290,000 active | AID 1530, 2009 | Alexa488-MEK5 binding to MEKK2 mutant; in the data active means percent response above about 24%, passing the limit was not always enough; further: inactives centre near 1; some results filed as inactive read as strong as hits
SUMO HTRF inh = inhibitors of in vitro SUMOylation cascade, primary screen, biochemical, HTRF, uHTS | inhibition, % at 35 µM | SUMO-conjugating enzyme UBC9 (Homo sapiens), P63279 | HTRF SUMOylation assay, SAE1/SAE2 + UBC9 | 0.36% of 290,000 active; in the data active means inhibition above about 50%, passing the limit was not always enough; further: strong numbers were not always called active
Target sequence (P63279 whole entry, looked up): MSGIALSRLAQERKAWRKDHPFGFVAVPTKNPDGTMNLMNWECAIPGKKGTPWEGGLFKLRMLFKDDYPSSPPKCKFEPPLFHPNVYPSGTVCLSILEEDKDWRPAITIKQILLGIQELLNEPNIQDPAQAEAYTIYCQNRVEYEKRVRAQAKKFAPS
NS3 helicase inh = inhibitors of HCV NS3 helicase, primary screen, biochemical, Cy5 molecular beacon fluorescence | inhibition, % at 10.9 µM | NS3 helicase DNA unwinding | Hepatitis C virus NS3 helicase | 0.56% of 290,000 active;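 active means inhibition above the mean of all tested compounds plus 3 SD, set per campaign, cut at about 35% in these data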;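 further: 0% = DMSO wells and 100% = thioflavine S control wells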
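System: HCV NS3 helicase fragment; control set: DMSO and thioflavine S; technique: Cy5 fluorescence at 0 and 60 min, beacon hairpin quenching; reagent: beacon DNA duplex substrate plus ATP; replicates: singlicate; schedule: 1 h reaction at 25 °C, ATP-initiated; medium: MOPS buffer pH 6.5 with MgCl2, DTT, Tween20, BSA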
VIM-2 inhibitor = VIM-2 metallo-beta-lactamase inhibitors, primary screen, biochemical, epi-absorbance readout, Pseudomonas aeruginosa enzyme. purified VIM-2, nitrocefin hydrolysis, epi-absorbance fluorescence. inhibition, % at 5.6 µM. 0.89% of 290,000 active. AID 1527, 2009;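 active means inhibition above the mean of all tested compounds plus 3 SD, cutoff set per screening run, cut at about 7.5% in these data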;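 further: red hydrolysis product quenches plate fluorescence so inhibitors raise well fluorescence; 0% = enzyme with DMSO and 100% = DMSO without enzyme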
PfM18AAP inh = PfM18AAP inhibitors, malaria aminopeptidase, primary screen, biochemical, QFRET, recombinant enzyme | AID 1822, 2009 | inhibition, % at 7.35 µM | M18 aspartyl aminopeptidase (Plasmodium falciparum 3D7) | H-Glu-NHMec fluorogenic cleavage | 1.2% of 290,000 active;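 active means inhibition above the campaign mean inhibition over all tested compounds plus 3 SD, cut at about 28% in these data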;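 further: 0% = plate median of test compound wells and 100% = 2 mM ZnCl2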
NALP1 inh = NALP1 inflammasome inhibitors in reconstituted yeast, colorimetric, S. cerevisiae, triplicate retest; 0.61% of 280,000 active; inhibition, % at 10 µM; S. cerevisiae NALP1/ASC/caspase-1 growth, X-gal OD620, 72 h; in the data active means inhibition mostly above about 24%, no sharp cut-off; inactive means mostly below about 32%; further: some compounds called inactive have numbers as strong as hits
The depositor's hits bear a star; nt = no result given.

Second line of a record: DNA FID counter, MEKK2wt PB1 HTS, IMP-1 inh, MEKK2mut PB1 HTS, SUMO HTRF inh, NS3 helicase inh, VIM-2 inhibitor, PfM18AAP inh, NALP1 inh
CCCCN(Cc1cc2ccccc2[nH]c1=O)C(=O)c1ccccn1
 : -17, 103, -0.3, 8, -2, 1, -2.4, 8, 3
Cc1ccc(S(=O)(=O)N2CCOC2CNC(=O)C(=O)NCCCc2ccccc2)cc1 (stereo not drawn)
 : -43, 100, -0.2, 1, 6, 0, -1.8, -10, 24
Cc1cc(C)cc(OCC(=O)OCC(=O)c2c(N)n(C)c(=O)n(C)c2=O)c1
 : -4, 101, 0.6, 4, -7, -1, -0.2, 4, 7
CC(C)(C)NC(=O)C1CC(=O)OC12CCCCC2 (stereo not drawn)
 : -6, 105, -1.6, 1, -8, 11, -1.4, 5, 10
CC(=O)NC(CC(=O)Nc1nc(-c2ccc(N(C)S(C)(=O)=O)cc2)cs1)c1ccccc1 (stereo not drawn)
 : -29, 97, -2.8, 1, 9, -2, -2.1, 5, 2
OCC(O)C1OC(Nc2ccc(Br)cc2)C(O)C1O (stereo not drawn)
 : 3, 98, 1.9, -9, 4, -5, -3.5, -4, -5
CCN(CC(=O)Nc1ccccc1OC)C(=O)COc1ccc2ccccc2c1
 : -33, 96, -2.3, -2, -8, -7, -1.3, -3, 20
CCCc1nnc(NC(=O)CSc2ncn[nH]2)s1
 : -2, 98, -2.7, -2, -33, -3, -1.7, 40*, 10
Nc1cc(=O)[nH]c(SCC(=O)Nc2nnc(-c3ccccc3)s2)n1
 : -7, 87, -3.1, -8, 2, -1, -2.0, 3, 17
COCCNC(=O)/C(C#N)=C/c1ccc(OC(=O)c2cccs2)c(OC)c1
 : 0, 71, -0.9, -15, -14, -14, 5.5, -7, -34
N=c1c(C(=O)NCC2CCCO2)cc2c(=O)n3ccccc3nc2n1Cc1ccc(Cl)cc1 (stereo not drawn)
 : 15, 98, 3.3, -4, 14, -18, 9.9*, -2, 23
Cc1c(OCC(=O)Nc2cccnc2)ccc2c3c(c(=O)oc12)CCC3
 : -28, 101, -2.4, 1, 5, 2, 24*, 1, 1
Cc1ncoc1C(=O)Nc1ccccc1C(N)=O
 : 2, 106, -1.9, 6, 22, 0, -1.9, -10, nt
Cc1ccc2onc(CC(=O)O)c2c1
 : 1, 105, -1.3, 1, 16, 0, -3.1, -3, 14
CCOc1ccccc1NC(=O)CCCn1cc([N+](=O)[O-])cn1
 : 14, 100, -4.8, 0, 9, 4, -6.6, -8, 11
O=C(OCc1ccc(F)cc1)c1cccnc1Cl
 : -6, 97, -2.0, 0, 5, -1, -1.2, 0, 4
COc1ccc(/C(N)=N/OC(=O)CN(C)S(=O)(=O)c2ccccc2)cc1
 : -5, 105, -1.8, 7, 7, -7, -2.1, 2, 16
OCC1(Cc2ccccc2)CCN(Cc2cnc(-c3ccc(Cl)cc3)nc2)CC1
 : 5, 104, -3.4, -8, -12, -11, -3.4, 4, 4
CC(=O)Oc1oc(-c2ccccc2)nc1C=Nc1ccccc1
 : 3, 100, -0.6, 10, 16, -2, -0.9, -1, 4
CCNC(=O)C1Cc2cc(S(=O)(=O)N3CCCC3)ccc2N1C(C)=O (stereo not drawn)
 : -1, 101, -2.3, 1, 5, 5, -0.6, 4, 2

3 entries out of the list, arranged by molecular weight, falling.
Second line of a record: DNA FID counter, MEKK2wt PB1 HTS, IMP-1 inh, MEKK2mut PB1 HTS, SUMO HTRF inh, NS3 helicase inh, VIM-2 inhibitor, PfM18AAP inh, NALP1 inh
OCC(O)C1OC(Nc2ccc(Br)cc2)C(O)C1O (stereo not drawn)
 : 3, 98, 1.9, -9, 4, -5, -3.5, -4, -5
CC(=O)Oc1oc(-c2ccccc2)nc1C=Nc1ccccc1
 : 3, 100, -0.6, 10, 16, -2, -0.9, -1, 4
CCCc1nnc(NC(=O)CSc2ncn[nH]2)s1
 : -2, 98, -2.7, -2, -33, -3, -1.7, 40*, 10

Further structures follow:
Second line of a record: DNA FID counter, MEKK2wt PB1 HTS, IMP-1 inh, MEKK2mut PB1 HTS, SUMO HTRF inh, NS3 helicase inh, VIM-2 inhibitor, PfM18AAP inh, NALP1 inh
CNS(=O)(=O)c1ccc(NC(=O)C2c3ccccc3Oc3ccccc32)cc1
 : -4, 98, -2.5, -1, -5, -11, -1.7, -2, 29
CN(C(=O)CSc1nnc2ccccn12)C1CCS(=O)(=O)C1 (stereo not drawn)
 : 2, 104, -3.1, 3, 11, -7, -1.6, 7, 20
CCOC(=O)Cn1cc(C(=O)C(=O)N2CCOCC2)c2ccccc21
 : -4, 105, -2.0, 5, 15, -12, -1.9, -6, 14
Cc1ccc(C(=O)NCC(=O)OCC(=O)Nc2cccc(S(=O)(=O)N3CCCC3)c2)cc1C
 : -23, 79, -0.9, -24, -18, -14, -1.2, -2, nt
O=c1c(-n2cncn2)c[nH]n1-c1cccc(Cl)n1
 : 12, 99, -4.2, -1, 2, 0, -0.2, 67*, 12
C=CCn1c(-c2ccc(OC)cc2)nc2ccccc21
 : -1, nt, -1.4, nt, 1, -8, -3.1, 7, nt
O=C(NCc1ccco1)/C(=C/c1ccc(F)cc1)NC(=O)c1ccccc1
 : -8, 103, -1.9, 4, 19, 2, -3.3, 1, 8
CSc1ccc(/C=C/C(=O)c2c(O)cc(C)oc2=O)cc1
 : -18, 99, -3.5, 5, 23, 4, -4.0, 3, -17
CCOC(=O)c1c(CC(C)C)csc1/N=C/C1=C(O)CCCC1=O
 : -13, 98, 0.6, -3, 19, 8, -1.5, 10, 18
O=C1C(C2=NC(C(=O)O)C3C(=O)N(c4ccccc4)C(=O)C23)=C(O)c2ccccc21 (stereo not drawn)
 : -19, 95, -2.7, -5, -3, 14, -1.3, 1, 6
Cc1ccccc1N/N=C/c1sc(=O)n(Cc2cccc(C(=O)O)c2)c1Cl
 : -14, 91, 0.9, 2, 24, 29, 1.7, -27, nt
O=C(NC1CCCCC1)C(c1cccs1)N(C(=O)c1ccco1)c1ccc2c(c1)OCCO2 (stereo not drawn)
 : -29, 91, -1.8, 2, -2, -5, -3.6, 15, -12
COc1ccc(S(=O)(=O)NCC(=O)N(CC(=O)NCC2CCCO2)c2ccccc2C)cc1 (stereo not drawn)
 : -28, 99, -1.6, 3, -15, -4, -2.3, -3, 13
CCc1c(C)[nH]c2c(C)cccc2c1=O
 : 4, 96, 0.8, 3, 3, 12, -0.9, 10, 15
CCCc1cc(N2CCN(C(=O)c3ccco3)CC2)n2c(nc3ccccc32)c1C#N
 : -30, 103, 1.2, 5, 38, 1, 14*, 4, 5
O=C(O)CCn1c2ccccc2c2nc3ccccc3nc21
 : -6, 100, -0.9, 1, 3, 7, 2.8, 6, -6
O=C(O)CNC(=O)/C(=C\c1ccc2c(c1)OCO2)NC(=O)c1ccc(Br)cc1
 : -32, 85, -3.9, -12, 7, -18, -3.1, 5, -8
N#Cc1ccccc1S(=O)(=O)N1CCN(c2ccc(S(=O)(=O)N3CCOCC3)cn2)CC1
 : -4, 98, -1.4, -3, 27, 0, -2.0, -2, -10
O=C(/C=C/c1ccc(Cl)cc1Cl)NCCSCc1ccccc1
 : -14, 96, -0.2, -3, -25, -3, -1.0, -7, 32
CC(=O)Nc1ccc(OCC(O)Cn2c3ccccc3c3ccccc32)cc1 (stereo not drawn)
 : -16, 120, -4.0, 2, -21, -10, -2.3, -2, 7

Among those listed so far, these have bromine.
Second line of a record: DNA FID counter, MEKK2wt PB1 HTS, IMP-1 inh, MEKK2mut PB1 HTS, SUMO HTRF inh, NS3 helicase inh, VIM-2 inhibitor, PfM18AAP inh, NALP1 inh
OCC(O)C1OC(Nc2ccc(Br)cc2)C(O)C1O (stereo not drawn)
 : 3, 98, 1.9, -9, 4, -5, -3.5, -4, -5
O=C(O)CNC(=O)/C(=C\c1ccc2c(c1)OCO2)NC(=O)c1ccc(Br)cc1
 : -32, 85, -3.9, -12, 7, -18, -3.1, 5, -8

Later entries.
Second line of a record: DNA FID counter, MEKK2wt PB1 HTS, IMP-1 inh, MEKK2mut PB1 HTS, SUMO HTRF inh, NS3 helicase inh, VIM-2 inhibitor, PfM18AAP inh, NALP1 inh
CCOc1ccc(S(=O)(=O)Nc2cccc(C(=O)N3CCN(c4ccc(OC)cc4)CC3)c2)cc1
 : -30, 101, -2.0, 2, -8, -22, -1.8, 0, 22
O=C(O)c1nn(CCOc2cccc(Cl)c2)c(=O)c2ccccc12
 : -9, 97, -3.4, -1, 13, -5, -1.7, 5, 8
CC1(C)Cc2c(sc(NC(=O)C(=O)N3CCCCC3)c2C(N)=O)CO1
 : -22, 108, -3.2, 4, -3, 16, -3.4, 8, -7
N/C(=N\OC(=O)N1c2ccccc2Sc2ccccc21)c1ccccc1
 : -3, 97, -4.0, -1, -19, 12, -2.8, 3, 44
O=C(CSc1ncnc2c(-c3ccc(Cl)cc3)nsc12)c1ccccc1
 : 3, 95, -4.0, -2, 7, 3, 0.3, 3, -10
COc1ccc(OC)c(S(=O)(=O)Nc2ccc(C(N)=O)cc2)c1
 : 3, 100, -3.3, 0, 1, -1, -1.8, 2, 16
Cc1c(N=c2scc(-c3ccccc3)n2C)c(=O)n(-c2ccccc2)n1C
 : -18, 96, -1.2, 1, -1, -4, -1.2, 4, 2

An excerpt of these results, field by field:
CCOc1ccc(S(=O)(=O)Nc2cccc(C(=O)N3CCN(c4ccc(OC)cc4)CC3)c2)cc1
  DNA FID counter: -30; MEKK2wt PB1 HTS: 101; IMP-1 inh: -2.0; MEKK2mut PB1 HTS: 2; SUMO HTRF inh: -8; NS3 helicase inh: -22; VIM-2 inhibitor: -1.8; PfM18AAP inh: 0; NALP1 inh: 22

O=C(O)c1nn(CCOc2cccc(Cl)c2)c(=O)c2ccccc12
  DNA FID counter: -9; MEKK2wt PB1 HTS: 97; IMP-1 inh: -3.4; MEKK2mut PB1 HTS: -1; SUMO HTRF inh: 13; NS3 helicase inh: -5; VIM-2 inhibitor: -1.7; PfM18AAP inh: 5; NALP1 inh: 8

Bioassay records (PubChem)
